Compound activity from PubChem.
miR-122 sensor: blocks miR-122 activity in Huh7 sensor cells; Huh7 miR-122 Renilla luciferase sensor, 48 h; neutral wells = 0, positive control = 100; activation (reporter increase), % at 12.5 µM; 340,000 compounds, 0.3% hits;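 active means mean replicate activation score at least 90 and every replicate individually at or above 90; inconclusive means only one of the two criteria met; inactive means neither criterion met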;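 further: higher luciferase means less miR-122 activity so hits act as miR-122 inhibitors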
EWS-Fli inh: inhibitors of EWS/Fli oncoprotein transcriptional activity | inhibition, % at 12.6 µM | A673 NR0B1-luciferase reporter, viability-normalised | 350,000 compounds, 0.67% hits;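 active means mean inhibition of at least 50% after viability correction, with every replicate also passing that limit; inconclusive means mean reaches 50% but only one of two replicates passes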;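 further: firefly luciferase signal divided by Alamar Blue viability fluorescence both relative to DMSO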
DENV2 CPE rescue: DENV2-induced cell death inhibition; DENV2-infected cells, cytopathic effect rescue, plate reader; CPE inhibition, % at 9.99 µM; 350,000 compounds, 1.7% hits; AID 651640; in the data active means CPE inhibition above about 20%, passing the limit was not always enough; inconclusive means no clear call, values can overlap the other calls; tested in BHK-21 cells;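 further: 0% = median of neutral control wells and 100% = median of positive control wells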
INS-1E GSIS act: primary screen for activators of insulin secretion dependent on glucose, INS-1E cells, GLuc reporter luminescence; INS-1E GLuc reporter insulin secretion, 2-3 h; activation, % at 16.6 µM; 370,000 compounds, 0.61% hits; AID 743287;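 active means lowest replicate activation of at least 40%, so every replicate reaches that level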;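 further: 0% = median of neutral control wells and 100% = median of IBMX positive control wells; some compounds called inactive have numbers as strong as hits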
FN deposition inh: fibronectin deposition inhibition. AH1F fibroblasts, Alexa488-fibronectin deposition fluorescence, overnight. inhibition, % at 12.6 µM. 350,000 compounds, 0.086% hits. AID 743247;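 active means mean inhibition across replicates of 30% or more, regardless of how many single replicates reach that level; inconclusive means mean under 30% yet at least half of replicates reach 30%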;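 further: positive control wells lacked labelled fibronectin entirely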
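Material: AH1F fibroblast monolayer depositing Alexa488-labelled fibronectin into matrix | Input: 10000 AH1F cells/well | Medium: DMEM plus 2% serum, read in PBS | Reagent: Alexa488-fibronectin, 24 nM final in well | Compound dosing: One dose per compound, pinned | Schedule: 1 h adhesion, overnight exposure | Measured by: Fluorescence at 485 nm excitation, 525 nm emission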
PAX8 inh HTS: lowers PAX8-driven luciferase in RMG-I cells | RMG-I TPO-luciferase reporter, SteadyGlo, 24 h | inhibition, % at 12.6 µM | 360,000 compounds, 1.2% hits;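 active means mean replicate inhibition at least 60% with every replicate also reaching 60%; inconclusive means only one of the two criteria is met; inactive means mean below 60% and not all replicates reaching 60%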;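 further: luciferase light reporting Pax8 driven TPO promoter activity; plate controls were median of neutral control wells for no effect and mitoxantrone controls for full effect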
F508del corr: CFTR F508del correction in bronchial cells | CFBE cells, YFP halide quenching; stimulated with forskolin plus potentiator P3; % fluorescence drop versus neutral controls | 350,000 compounds, 0.36% hits | activity (quench increase), % at 7.58 µM;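 active means mean added fluorescence quench of at least 8% versus neutral control, with both replicates also reaching 8%; inconclusive means only one of the mean or replicate conditions met; inactive means mean below 8% and not both replicates reaching 8%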;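 further: cells transiently co-express mutant CFTR-F508del with the halide-sensitive YFP; corrector assay measuring rescue of mutant channel to the surface after 24 h compound exposure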
* = called active by the depositor; ? = inconclusive; / = not tested or not shown; & = joins results of further samples; [ ] = dose if it differs, or a comment.

SMILES | miR-122 sensor | EWS-Fli inh | DENV2 CPE rescue | INS-1E GSIS act | FN deposition inh | PAX8 inh HTS | F508del corr
CCN(CC(=O)Nc1cc(Cl)ccc1C)C(=O)CC1CCCC1 | -5.4 | -6.4 | 0.5 | -7.6 | 2.6 | -21.2 | 3.7
Cc1ccc2nc(C3CCCCC3)c(CC(C)(C)C)n2c1 | 5.9 | 0.8 | 11.0 | 302.3 | -13.3 | -4.5 | 2.8
C[C@@H]1CN([C@@H](C)CO)C(=O)Cc2cc(N(C)C)ccc2O[C@H]1CN(C)S(=O)(=O)c1ccc(Cl)cc1 | -2.3[16.7 µM] | 10.0 | 8.0 | -3.8 | / | 15.2 | 1.7
CCOc1ccccc1NC(=O)CSc1nc2cc(O)ccc2c(=O)n1-c1ccc(OC)c(OC)c1 | -7.9 | 24.2 | 5.3 | -1.3 | 5.6 | 16.3 | 1.7
C[C@H](CO)N1C[C@H](C)[C@H](CN(C)Cc2ccc(Oc3ccccc3)cc2)Oc2ccc(NC(=O)NC3CCCCC3)cc2C1=O | 5.0[16.7 µM] | -2.1 | -1.7 | -27.2 | / | / | -2.5
CCN(CC(=O)NCCN1CCOCC1)S(=O)(=O)c1ccc(F)cc1 | -3.2 | -10.9 | 4.7 | 5.2 | -0.7 | -0.2 | -0.1
COC(=O)C1=CN(Cc2ccc(OC)cc2)C=C(C(=O)OC)C1c1cccs1 | / | 1.1 | -0.8 | -8.2 | -12.9 | 4.5 | -1.6
O=C(C[C@@H]1CC[C@@H](NC(=O)c2ccncc2)[C@H](CO)O1)NCCc1ccncc1 | / | -0.5 | -0.9 | 8.2 | 0.7 | -2.1 | 3.1
Cc1noc(C)c1NC(=O)Nc1ccc2c(c1)C(=O)N([C@H](C)CO)C[C@@H](C)[C@@H](CN(C)Cc1ccc3c(c1)OCO3)OCCCC[C@H](C)O2 | 4.0[16.7 µM] | 1.2 | -0.3 | -2.0 | -0.8 | -9.0 | -0.2
COc1ccc(Cc2cc(-c3ccc(F)cc3)n[nH]c2=O)cc1 | 0.4 | -15.7 | 1.6 | 42.0 | -7.9 | -9.2 | 0.0
Cn1c(SCCOc2ccccc2F)nc2ccccc2c1=O | / | 7.3 | / | -2.5 | -11.6 | -5.5 | 2.6
C=CCN1C(=O)/C(=C\c2ccco2)C(C(=O)OC)=C1C | / | 2.2 | 0.3 | -13.1 | -4.4 | -1.9 | /
COc1ccc(-n2c(=O)c3c4c(sc3n3c(=S)[nH]nc23)CCC4)cc1 | / | -10.4 | 3.3 | -18.8 | -4.0 | 9.8 | -1.8
CNS(=O)(=O)c1cc(NC(=O)CCCNC(=O)c2ccc(Cl)cc2)ccc1C | / | 5.5 | 11.8 | -16.8 | 4.0 | 12.1 | 0.7
CO[C@@H]1CN(C)C(=O)c2cc(NC(=O)Nc3c(C)noc3C)ccc2OC[C@@H](C)N(CCC(F)(F)F)C[C@@H]1C | / | -1.5 | 1.5 | -12.4 | -6.6 | / | 4.2
C[C@@H]1CN([C@@H](C)CO)S(=O)(=O)c2ccc(C#CC3CCCCC3)cc2O[C@@H]1CN(C)Cc1cccnc1 | 10.2 | 17.0&26.3&26.2 | -0.8&-6.8&-13.6 | -36.8&-5.7 | 5.4 | 25.0&26.1 | 4.5&2.6&7.0
CCOc1ncccc1C(=O)N(CC)CC(=O)NCc1ccc(Cl)cc1 | / | -4.1 | 1.4 | 12.6 | 1.2 | 7.9 | -0.5
O=C(NCC1CCCO1)c1cccc(NC(=O)c2cccs2)c1 (configuration not stated) | / | -12.3 | -10.9 | 5.3 | / | 16.8 | 3.9
CCC(=O)N(C)C[C@H]1Oc2cc(-c3ccccc3OC)ccc2S(=O)(=O)N([C@@H](C)CO)C[C@@H]1C | 10.7[16.7 µM] | -2.0 | 8.8 | 2.8 | / | -6.9 | 2.1
Cc1nn(C)cc1/C=N\NC(=O)Cc1ccc([N+](=O)[O-])cc1 | / | / | / | 7.9 | -4.5 | -13.2 | /
O=C1CCCC(O)=C1N=Nc1ccc(S(=O)(=O)N2CCOCC2)cc1 | 12.3 | -4.5 | 7.9 | -5.6 | 1.0 | -23.6 | -1.3
Cc1cccc(OCCSc2nc3ccccc3n2CC(=O)O)c1 | / | 3.8 | -1.4 | 6.8 | 7.2 | -17.2 | -1.9
CC(CCc1ccccc1)NC(=O)C(=O)c1c[nH]c2ccccc12 (configuration not stated) | 2.6 | -6.9 | 0.8 | / | 1.1 | 1.7 | -2.4
CN(C(=O)CSc1nnc(-c2ccncc2)n1-c1ccccc1)C1CCS(=O)(=O)C1 (configuration not stated) | -5.2 | 0.9 | 6.3 | 1.9 | -3.6 | 7.7 | 1.2
CCCCC(C(=O)N/N=C/c1ccccn1)C(=O)N/N=C/c1ccccn1 | -5.3 | 3.5 | -3.1 | -24.0 | 3.0 | 8.7 | 2.9
Cc1ccc(-c2nnc(-c3ccccc3)c(N3CCOCC3)n2)cc1 | 14.1 | / | / | / | -1.7 | 22.2 | /
COc1ccc(/C=C/C(=O)NCCN2CCOCC2)cc1OC | / | 1.2 | -0.4 | 4.5 | -1.6 | -23.5 | 1.6
CCOC(=O)C(Nc1ccc2ccccc2c1)C(=O)OCC | / | / | / | -22.8 | 14.9 | -9.4 | /
CC1(C)OC(=O)C2=C(C[C@@H](C3CC3)O[C@@H]2C2CC2)O1 | / | -4.9 | 60.8* | 31.1 | -3.3 | -11.4 | 1.4
COc1ccc(-c2noc(-c3csc([C@@H]4C[C@H](O)[C@@H](CO)O4)n3)n2)cc1OC | 1.7 | -104.2 | ? | / | -0.5 | -131.3 | -1.9
CC(NC(=O)CCn1ccc2cc(S(=O)(=O)N3CCCC3)ccc21)c1ccccc1 (configuration not stated) | 5.1 | 4.6 | 0.1 | -6.0 | -4.8 | -0.9 | -1.2
O=S(=O)(Nc1ccc(-c2cn3c(n2)SCC3)cc1)c1cc(F)ccc1F | -1.3 | -22.7 | -12.3 | / | -4.5 | 3.1 | /
Cc1nnc(SCC(=O)Nc2cc(S(=O)(=O)N3CCOCC3)ccc2C)s1 | 1.5 | 5.4 | ? | -3.0 | 2.1 | 10.3 | -0.8
FC(F)(F)c1cnc(NNC(=S)Nc2cccnc2)c(Cl)c1 | 9.7 | 8.5 | / | -2.5 | 0.0 | 17.9 | -0.5
CCN(CC)S(=O)(=O)c1cccc(-c2n[nH]c(=S)n2/N=C/c2ccc(OC(F)F)cc2)c1 | / | 1.9 | -8.1 | / | -5.5 | 7.1 | /
Cc1nnsc1C(=O)Nc1ccc(S(=O)(=O)N2CCC(C)CC2)cc1 | 9.0 | / | 6.6 | 9.7 | -4.9 | -3.6 | 2.3
CN(C)CC(=O)N[C@@H]1C=C[C@H](CC(=O)NCc2ccc(Cl)cc2)O[C@H]1CO | / | -1.5 | 1.6 | -0.9 | -1.4 | 11.8 | 1.5
CN1CCN(C(=O)c2cc3c(c(-c4cccc(-c5cc6ccccc6o5)c4)n2)[C@@H](CCO)N(S(=O)C(C)(C)C)C3)CC1 (some centres not stated) | -1.4 | -11.2 | -7.0 | -10.0 | 3.8 | -21.8 | -5.0
CCCCN(C(=O)CNC(=O)c1cccs1)C(C(=O)NC1CCCC1)c1ccncc1 (configuration not stated) | 3.2 | 4.4 | / | 1.4 | -0.9 | 15.7 | 1.3
C=CCNC(=S)Nc1ccc(N(C)C)cc1 | / | -5.7 | 5.5 | 0.2 | 0.1 | -97.6 | -1.5
COc1ccc(CCC(=O)NCC2CCCCC2)cc1OC | -5.0 | 1.3 | ? | -2.3 | -1.6 | -1.2 | -2.0
COC(=O)Cc1c(C)c2ccc(OCC(=O)N3CCCC3)c(C)c2oc1=O | 7.2 | / | 0.5 | -4.0 | / | 2.5 | 0.2
COC(=O)c1c(NC(=O)C(=O)N2CCCCC2)sc2c1CC(C)(C)OC2 | -1.2 | -0.7 | 2.5 | 8.4 | -4.4 | 9.5 | -1.4
C[C@@H]1CCCCO[C@H](CN(C)C(=O)NC2CCCCC2)[C@@H](C)CN([C@H](C)CO)C(=O)c2cc(NC(=O)NC3CCCCC3)ccc2O1 | -6.7[16.7 µM] | -7.4 | 77.6* | -3.8 | 2.9 | -4.4 | 1.3
COC(=O)C[C@@H]1C=C[C@@H](NS(=O)(=O)c2cccc(OC)c2)[C@@H](CO)O1 | / | -3.5 | 1.8 | -5.3 | -4.9 | -16.8 | 0.5
O=C(c1ccccc1)c1ccc(C(=O)O)c(C(=O)O)c1 | -2.8 | 2.5 | 5.2 | -16.4 | 3.3 | -20.5 | -0.4
COc1ccc(Br)cc1S(=O)(=O)Nc1ncn[nH]1 | 7.8 | 4.2 | -1.0 | 39.1 | 2.2 | -6.6 | 2.0
COc1ccc(S(=O)(=O)Nc2cccc3c2O[C@@H](CN(C)Cc2ccc4c(c2)OCO4)[C@H](C)CN([C@@H](C)CO)C3=O)cc1 | 4.7[16.7 µM] | -2.0 | 2.3 | -1.6 | / | -5.6 | -0.7
CCCCCCCCNCCS(=O)(=O)NCc1ccccc1 | -2.2 | 23.6 | 2.1 | 28.8 | -5.4 | 2.4 | -0.3
CC(C)c1cn(CC[C@H]2CC[C@H](NC(=O)C3CC3)[C@H](CO)O2)nn1 | / | -6.1 | 61.9* | -9.3 | -19.0 | -3.8 | 0.9
Continued.
SMILES | miR-122 sensor | EWS-Fli inh | DENV2 CPE rescue | INS-1E GSIS act | FN deposition inh | PAX8 inh HTS | F508del corr
Cc1ccc(S(=O)(=O)Nc2cccc3c2O[C@@H](CN(C)S(=O)(=O)c2ccc(C)cc2)[C@H](C)CN([C@H](C)CO)C3=O)cc1 | -4.7[16.7 µM] | -0.1 | -6.1 | 20.8 | / | -6.3 | -3.6
O=C(OCc1cn([C@@H]2C[C@H](c3ccccc3)N(C(=O)C3CCCCC3)C[C@H]2O)nn1)c1ccccc1 | 8.6 | 9.4 | -7.8 | -18.5 | 1.5 | 2.7 | -0.9
O=C(O)C1CCN(S(=O)(=O)c2cccc3cccnc23)CC1 | -0.2 | 4.4 | -4.3 | 0.4 | -2.1 | 1.1 | -2.9
CCCC(=O)N1CC2(CCN(Cc3nccs3)CC2)c2c([nH]c3cc(OC)ccc23)[C@@H]1CO | / | 0.3 | -0.7 | -2.4 | / | 8.2 | 0.1
COc1ccc(CN(C)C[C@H]2OCCCC[C@H](C)Oc3ccc(NC(=O)CCCN(C)C)cc3C(=O)N([C@@H](C)CO)C[C@@H]2C)cc1 | 6.3[16.7 µM] | -2.8 | 4.1 | 2.0 | / | -19.6 | 1.6
COC(=O)C1NN=C(C(=O)c2ccccc2)C1c1ccccc1 (configuration not stated) | -8.1 | / | / | -6.2 | -7.6 | 17.6 | /
CC(C)NC(=O)N(C)C[C@H]1Oc2c(NC(=O)NC3CCCCC3)cccc2C(=O)N([C@@H](C)CO)C[C@H]1C | 3.6[16.7 µM] | -3.1 | 5.1 | 2.5 | / | / | 0.1
